High-throughput results (PubChem)
FH mod: Identification of activators of human fumarate hydratase by quantitative high-throughput screening; FH coupled MDH/diaphorase resazurin fluorescence, 15 min; 54,000 tested, 0.22% active; Potency, µM (highest dose often 79.9 µM), for inactives: at the highest dose activity change, negative = inhibition, usual class: inhibitors; Fumarate hydratase, mitochondrial (Homo sapiens), P07954; AID 1347055, 2019; further: the screen sought activators but most active calls are inhibition curves; nearly all actives have a fitted effect of over 45% in size
Target sequence (P07954 whole entry, looked up): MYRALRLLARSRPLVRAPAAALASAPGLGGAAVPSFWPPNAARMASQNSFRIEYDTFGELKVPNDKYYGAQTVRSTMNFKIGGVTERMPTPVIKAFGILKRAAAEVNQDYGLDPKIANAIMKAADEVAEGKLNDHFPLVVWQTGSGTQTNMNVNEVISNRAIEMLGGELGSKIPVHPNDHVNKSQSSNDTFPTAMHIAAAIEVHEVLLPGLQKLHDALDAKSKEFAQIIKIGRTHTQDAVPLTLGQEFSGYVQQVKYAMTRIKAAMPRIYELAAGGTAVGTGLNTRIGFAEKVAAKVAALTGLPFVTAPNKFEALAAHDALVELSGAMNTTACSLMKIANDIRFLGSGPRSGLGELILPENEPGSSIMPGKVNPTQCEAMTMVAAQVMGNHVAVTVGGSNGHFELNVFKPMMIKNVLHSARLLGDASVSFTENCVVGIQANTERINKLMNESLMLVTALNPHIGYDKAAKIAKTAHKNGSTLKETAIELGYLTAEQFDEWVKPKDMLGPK
NTMT1 inhibitor: blocks human N-terminal methyltransferase 1 activity | 59,000 tested, 2.5% active | Potency, µM (series often up to 114 µM), for inactives: top-dose activity change, negative = inhibition, most hits filed as inhibitors | NTMT1 MTase-Glo SAH luminescence, purified enzyme | Q9BV86;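 further: plate controls were DMSO vehicle for no effect and no enzyme for full effect; nearly all actives have a fitted effect of over 65% in size; many of its hits are not listed in these tables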
Target sequence (Q9BV86 whole entry, looked up): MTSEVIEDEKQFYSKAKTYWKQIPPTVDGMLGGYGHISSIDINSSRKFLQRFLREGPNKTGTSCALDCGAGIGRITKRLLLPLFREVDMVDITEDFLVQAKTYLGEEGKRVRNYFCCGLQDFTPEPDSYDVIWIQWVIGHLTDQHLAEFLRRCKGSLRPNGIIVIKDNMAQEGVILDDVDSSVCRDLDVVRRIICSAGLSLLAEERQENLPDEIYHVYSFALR
The depositor's hits bear a star; ? = inconclusive; & = joins results of further samples; [ ] = remark or other dose. The call rests on the fitted dose curve; in most records, active means well fitted curve in the direction sought with a large enough effect; inconclusive means small, poorly fitted or top-dose-only effect, or another doubt; inactive means no such curve, though single readings can be large; an effect the other way counts as inactive or inconclusive. Unless noted, on the % scale 0 is the no-effect control and ±100 the full control effect; potency means the concentration at half of the fitted maximal effect.

Start of the data: the first 3 compounds, ahead of the listing:
Fields – FH mod | NTMT1 inhibitor
C[S+](CC[C@H](N)C(=O)[O-])C[C@H]1O[C@@H](n2cnc3c(N)ncnc32)[C@H](O)[C@@H]1O (stereo partly specified)
    3% | 5%[57.5 µM]
OC[C@H]1O[C@@H](OC[C@H]2O[C@@H](OC/C=C/c3ccccc3)[C@H](O)[C@@H](O)[C@@H]2O)[C@@H](O)[C@@H]1O
    2%[53.3 µM] | -12%[29.8 µM]
O=C(NC1Cc2ccccc2N(C[C@@H](O)CO)C1=O)c1cc2cc(Cl)sc2[nH]1 (stereo partly specified)
    2% | -6%[57.5 µM]

This part in full, repeating the preview:
Fields – FH mod | NTMT1 inhibitor
C[S+](CC[C@H](N)C(=O)[O-])C[C@H]1O[C@@H](n2cnc3c(N)ncnc32)[C@H](O)[C@@H]1O (stereo partly specified)
    3% | 5%[57.5 µM]
OC[C@H]1O[C@@H](OC[C@H]2O[C@@H](OC/C=C/c3ccccc3)[C@H](O)[C@@H](O)[C@@H]2O)[C@@H](O)[C@@H]1O
    2%[53.3 µM] | -12%[29.8 µM]
O=C(NC1Cc2ccccc2N(C[C@@H](O)CO)C1=O)c1cc2cc(Cl)sc2[nH]1 (stereo partly specified)
    2% | -6%[57.5 µM]
CC(C)n1cnc2c(Nc3cccc(Cl)c3)nc(NCCO)nc21
    -2% | -3%[57.5 µM]
COc1ccc(O[C@@H]2O[C@H](CO)[C@@H](O)[C@H](O)[C@H]2O)cc1OC
    2%[53.3 µM] | -7%[29.8 µM]
O=C(O)c1ccccc1Nc1cc(Cl)ccc1C(=O)O
    0%[20.6 µM] | 41%[activator][29.8 µM]
O=C(Nc1ccc(S(=O)(=O)Nc2nccs2)cc1)c1cc(-c2ccccc2)nc2ccccc12
    ? | -19%
N=C(N)c1ccc(OCCCCCOc2ccc(C(=N)N)cc2)cc1
    5%&0%[53.3 µM] | ?
S=c1[nH]c2ccccc2s1
    -3% | ?
C=C1C(=O)OC2C1CCC1(C)C(O)CCC(=C)C21 (stereo unspecified)
    2% | 6%[57.5 µM]
C=C(C)C(=O)OC1C(OC(C)=O)/C(C=O)=C\CC/C(CO)=C/C2OC(=O)C(=C)C21 (stereo unspecified)
    -1%[53.3 µM] | 3%[29.8 µM]
CCOC(=O)N1CCN([N+]([O-])=NOc2ccc([N+](=O)[O-])cc2[N+](=O)[O-])CC1
    8%[53.3 µM] | 0%[57.5 µM]
CCOC(=O)c1sc(NC(=O)[C@H](C(C)C)n2c(=O)[nH]c3ccccc3c2=O)nc1C
    ? | 1%[57.5 µM]
CC(C)(O)CC(CO)NC(=O)CC(O)CC(=O)Cc1ccccc1 (stereo unspecified)
    2%[53.3 µM] | 19%[29.8 µM]
NS(=O)(=O)c1cc2c(cc1Cl)NCNS2(=O)=O
    -13%&12%&-5%[53.3 µM] | -11%
O=C(Nc1c(Cl)cncc1Cl)c1ccc(OC(F)F)c(OCC2CC2)c1
    -5%[53.3 µM] | 12%
NCCNc1cccc2ccccc12
    -10%[53.3 µM] | -18%[57.5 µM]
Clc1ccccc1CNCC1CCC(CNCc2ccccc2Cl)CC1 (stereo unspecified)
    1% | -3%[57.5 µM]
CC1=C2C3OC(=O)C(C)C3(O)CCC2(C)CCC1O (stereo unspecified)
    -4% | -10%[57.5 µM]
C=C1CCC2[C@](C)(CO)CCC[C@@]2(C)[C@@H]1CCC1=CCOC1=O (stereo partly specified)
    1%[53.3 µM] | 12%[29.8 µM]

As a short view, some entries already given.
Fields – FH mod | NTMT1 inhibitor
CC1=C2C3OC(=O)C(C)C3(O)CCC2(C)CCC1O (stereo unspecified)
    -4% | -10%[57.5 µM]
C=C1CCC2[C@](C)(CO)CCC[C@@]2(C)[C@@H]1CCC1=CCOC1=O (stereo partly specified)
    1%[53.3 µM] | 12%[29.8 µM]

Copied from the list:
`C=C1CCC2[C@](C)(CO)CCC[C@@]2(C)[C@@H]1CCC1=CCOC1=O` (stereo partly specified) @ NTMT1 inhibitor = 12%[29.8 µM]
`O=C(Nc1c(Cl)cncc1Cl)c1ccc(OC(F)F)c(OCC2CC2)c1` @ FH mod = -5%[53.3 µM]
`N=C(N)c1ccc(OCCCCCOc2ccc(C(=N)N)cc2)cc1` @ FH mod = 5%&0%[53.3 µM]
`S=c1[nH]c2ccccc2s1` @ FH mod = -3%
`OC[C@H]1O[C@@H](OC[C@H]2O[C@@H](OC/C=C/c3ccccc3)[C@H](O)[C@@H](O)[C@@H]2O)[C@@H](O)[C@@H]1O` @ FH mod = 2%[53.3 µM]
`C=C1C(=O)OC2C1CCC1(C)C(O)CCC(=C)C21` (stereo unspecified) @ FH mod = 2%
`CCOC(=O)c1sc(NC(=O)[C@H](C(C)C)n2c(=O)[nH]c3ccccc3c2=O)nc1C` @ NTMT1 inhibitor = 1%[57.5 µM]

Further entries.
Fields – FH mod | NTMT1 inhibitor
CC(=O)O[C@@H]1C[C@H](O)[C@@]23CO[C@H](O)[C@]1(C)C2C[C@@H](O)[C@]1(C)C3C(=O)[C@H](OC(C)=O)[C@@]2(C)[C@H](c3ccoc3)C[C@H]3O[C@]321 (stereo partly specified)
    1%[20.6 µM] | 9%[12.6 µM]
NS(=O)(=O)OC[C@@H]1C[C@@H](n2ccc3c(N[C@H]4CCc5ccccc54)ncnc32)C[C@H]1O
    2%[53.3 µM] | ?
C[C@@H]1C[C@@H]2O[C@H]2/C=C\C=C\C(=O)Cc2c(Cl)c(O)cc(O)c2C(=O)O1
    0%[53.3 µM] | 1%[29.8 µM]
CCc1ccc(Cc2ccc3c(c2)[C@]2(OC3)O[C@H](CO)[C@@H](O)[C@H](O)[C@H]2O)cc1
    -3% | 16%[57.5 µM]
O=C(Nc1cccc2cccnc12)c1ccc(N2C(=O)[C@@H]3C4C=CC(C4)[C@@H]3C2=O)cc1
    -5% | 1%[57.5 µM]
C/C1=C\CC(C)(C)/C=C/C/C(C(=O)O)=C/CC1
    -18% | -9%[57.5 µM]
CC[C@H]1OC(=O)[C@H](C)C(=O)[C@H](C)[C@@H](O[C@H]2O[C@H](C)C[C@H](N(C)C)[C@@H]2O)[C@](C)(OC)C[C@@H](C)C(=O)[C@H](C)[C@H]2N(CCCCn3cnc(-c4cccnc4)c3)C(=O)O[C@]12C
    -3%[53.3 µM] | ?
C[C@@H]1O[C@@H](O[C@H]2[C@@H]3C=CO[C@@H](O[C@@H]4O[C@H](CO)[C@@H](O)[C@H](O)[C@H]4O)[C@@H]3[C@@]3(CO)O[C@@H]23)[C@H](OC(=O)/C=C/c2ccccc2)[C@H](O)[C@H]1O
    -1%[20.6 µM] | -14%[12.6 µM]
Oc1ccc(Cl)c2cccnc12
    0%[53.3 µM] | 13%[57.5 µM]
COc1ccc(-c2ccc3c(N4CCOCC4)nc(N4CC(C)OC(C)C4)nc3n2)cc1CO (stereo unspecified)
    -12% | 2%[57.5 µM]
CC(=O)O[C@H]1CC[C@@]2(C)C(=CC[C@@H]3[C@@H]2CC[C@]2(C)C(C(C)=O)=CC[C@@H]32)C1
    -7%[53.3 µM] | 29%[57.5 µM]
O=C(NC1CCN(CCCCC2(C(=O)NCC(F)(F)F)c3ccccc3-c3ccccc32)CC1)c1ccccc1-c1ccc(C(F)(F)F)cc1
    -14% | 4%[57.5 µM]
CC(=O)SC[C@@H](Cc1ccccc1)C(=O)NCC(=O)OCc1ccccc1
    -5%[53.3 µM] | 46%[activator][57.5 µM]
COc1cc(/C=C/C(=O)OC[C@H]2O[C@@H](OC3OC=C(C(=O)O)C4C(O)CC(C)(O)C34)[C@H](O)[C@@H](O)[C@@H]2O)cc(OC)c1O (stereo partly specified)
    0%[20.6 µM] | 20%[12.6 µM]
CCOC(=O)c1ccc(O)c(O)c1
    -8%[53.3 µM] | ?
CC1=CC(=O)CC(C)(C)[C@@]1(O)CC[C@@H](C)O[C@@H]1O[C@H](CO)[C@@H](O)[C@H](O)[C@H]1O
    6%[53.3 µM] | -2%[29.8 µM]
CCn1c(-c2nonc2N)nc2c(C#CCO)ncc(OCCCN)c21
    1% | -5%[57.5 µM]
CO[C@H]1O[C@@H]2O[C@]3(C)CC[C@H]4[C@H](C)CC[C@@H]([C@H]1C)[C@@]24OO3
    1% | 14%[57.5 µM]
OCC(O)CCO/N=C1/C(c2c(O)[nH]c3ccccc23)=Nc2ccccc21 (stereo unspecified)
    -4% | ?
Cc1nc2ccc(CN(C)c3ccc(C(=O)NC(CCC(=O)O)C(=O)O)s3)cc2c(=O)[nH]1 (stereo unspecified)
    0% | 4%[57.5 µM]
CC1CCCC(O)CC(=O)c2c(O)cc(O)cc2CC(=O)O1 (stereo unspecified)
    0%[53.3 µM] | -11%[29.8 µM]
Cc1ccn(-c2cc(Cl)ccc2[C@@H](Oc2cc(-c3ccc(C[C@H](N)C(=O)O)cc3)nc(N)n2)C(F)(F)F)n1
    -13% | 5%[57.5 µM]
O=C1CCCC(=O)C1C(=O)c1ccc(C(F)(F)F)cc1[N+](=O)[O-]
    12%[53.3 µM] | ?
Clc1ccccc1-c1nc(-c2ccncc2)no1
    -22%[53.3 µM] | ?
CC(=O)OC[C@]12[C@H](OC(C)=O)C(=O)[C@@H]3[C@@H](O)[C@@]14O[C@@]3(C)COC(=O)c1cccnc1[C@@H](C)[C@H](C)C(=O)O[C@@H]([C@H](O)[C@@H]2OC(C)=O)[C@]4(C)O
    -3%[20.6 µM] | 8%[12.6 µM]
C/C(=C(\CCOP(=O)(O)O)SC(=O)c1ccccc1)N(C=O)Cc1cnc(C)nc1N
    0%[6.31 µM] | 26%[6.45 µM]
C=C1C(=O)OC[C@@H]1C/C=C(\C)CC1CC(C)C(=O)O1 (stereo partly specified)
    6% | 13%[57.5 µM]
C=C1[C@H](n2cnc3c(=O)[nH]c(N)nc32)C[C@H](O)[C@H]1CO
    -9%[53.3 µM] | 12%[57.5 µM]
Cc1nc(-c2ccc(OCC(C)C)c(C#N)c2)sc1C(=O)O
    ? | ?
Clc1ccc2c(c1)CCc1cccnc1C2=C1CCNCC1
    -2%[53.3 µM] | -12%[57.5 µM]
CO[C@@]12[C@H](COC(N)=O)C3=C(C(=O)C(C)=C(N)C3=O)N1C[C@@H]1N[C@@H]12
    -5%&-11%[53.3 µM] | ?
CC/C=C/CC1=C(CCCCCCCC(=O)O)CCC1=O
    26% | 12%[57.5 µM]
CC12CCC(C(OC3OC(COC4OCC(O)(CO)C4O)C(O)C(O)C3O)C1)C(C)(C)O2 (stereo unspecified)
    -6%[53.3 µM] | 31%[activator][29.8 µM]
FC(F)(F)c1ccccc1-c1cc(C(F)(F)F)c2nc(C3=NOC4(CCCCC4)C3)[nH]c2c1
    -17% | 1%[57.5 µM]
Cc1ccc2c(c1)C=Cc1cc(C)ccc1C2c1cn(Cc2ccc(C(=O)Nc3nn[nH]n3)o2)c(=O)[nH]c1=S
    5% | 6%[57.5 µM]
CCCC(=O)Nc1ccc(OCC(O)CNC(C)C)c(C(C)=O)c1 (stereo unspecified)
    8%[53.3 µM] | 7%[57.5 µM]
NS(=O)(=O)c1ccc(NC(=O)Nc2ccc(F)cc2)cc1
    0% | 4%[57.5 µM]
COC(=O)CC(O)C1OC(c2ccccc2)C(O)C1O (stereo unspecified)
    -2% | -1%[57.5 µM]
O=C(/C=C/c1ccc(O)cc1)OC[C@H]1O[C@H](O[C@@]2(CO)O[C@@H](CO)[C@H](O)[C@H]2O)[C@H](O)[C@@H](O)[C@@H]1O
    1%[53.3 µM] | 6%[29.8 µM]
CN1C[C@@H]2C[C@H]1CN2c1cc2c(cc1F)c(=O)c(C(=O)O)cn2C1CC1
    2%[20.6 µM] | -15%[29.8 µM]
O=S(=O)(c1cccc2c(Cl)cccc12)N1CCCNCC1
    -1% | ?
CC(=O)C1=C(O)C=C2Oc3c(C(C)=O)c(O)c(C)c(O)c3[C@]2(C)C1=O
    0% | -4%[57.5 µM]
CC(=O)OC[C@@]12[C@H](O)C[C@@H](C)[C@]3(C[C@@H](c4ccoc4)OC3=O)[C@H]1C[C@H](O)C[C@]21CO1
    -1%[53.3 µM] | 7%[29.8 µM]
CCc1c(-c2ccccc2)c(-c2ccccc2)nn1-c1ccccc1-c1cccc(OCC(=O)O)c1
    ? | 0%[57.5 µM]
C[C@](N)(Cc1ccc(O)c(O)c1)C(=O)O
    ? | 35µM*
Cc1cncc2cccc(S(=O)(=O)N3CCCNC[C@@H]3C)c12
    0% | 79µM*

Only part of the results is shown, so the mix of outcomes need not match the whole.
